Compound activity as filed in PubChem BioAssay.
ASAP1 GAP inh: inhibitors of human ASAP1 ArfGAP activity, primary screen, biochemical, fluorescence polarization; ASAP1-stimulated ARF1 GTP hydrolysis, GDP FP detection; inhibition, % at 16.5 µM; actives 0.19% (n = 360,000); in the data active = inhibition above about 25%;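 also: 0% = vehicle with enzyme and substrate and 100% = no enzyme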
Target sequence (Q9ULH1 325-724 limits assumed): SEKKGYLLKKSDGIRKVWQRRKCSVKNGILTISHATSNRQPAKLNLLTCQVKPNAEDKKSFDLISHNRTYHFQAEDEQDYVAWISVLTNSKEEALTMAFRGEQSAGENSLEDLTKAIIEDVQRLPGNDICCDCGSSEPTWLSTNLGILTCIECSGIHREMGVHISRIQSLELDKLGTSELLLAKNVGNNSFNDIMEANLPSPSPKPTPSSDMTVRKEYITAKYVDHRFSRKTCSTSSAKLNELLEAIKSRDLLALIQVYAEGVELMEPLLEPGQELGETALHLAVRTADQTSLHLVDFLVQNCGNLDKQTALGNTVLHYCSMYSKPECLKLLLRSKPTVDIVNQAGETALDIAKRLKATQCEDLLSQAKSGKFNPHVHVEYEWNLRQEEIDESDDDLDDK
ADAM17 inh: ADAM17 inhibitors, primary screen, biochemical, QFRET; recombinant ADAM17, EDANS/DABCYL FRET peptide cleavage; actives 0.83% (n = 370,000); inhibition, % at 6.95 µM;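 active = inhibition above the mean of compounds lying between control limits plus 3 SD, set per campaign, cut at about 8.5% in these data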;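 also: 0% = DMSO-only wells as the low control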
LEDGF integ inh: blockers of LEDGF/p75-dependent integrase strand transfer – biochemical, TR-FRET, high throughput, primary screen | HIV-1 integrase (with human LEDGF/p75) | TR-FRET IN-LEDGF/p75 DNA integration, Eu/Cy5 | inhibition, % at 3.7 µM | actives 0.64% (n = 370,000) | AID 743269, 2014;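 active = inhibition above the screen-wide mean plus 3 SD, cut at about 13% in these data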;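 also: signal is the Cy5 over europium emission ratio at 671 and 618 nm; 0% = plate median of compound wells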
ARFGAP1 inhibitor: inhibitors of rat ARFGAP1 GAP activity, primary screen, biochemical, fluorescence polarization, GDP tracer; actives 0.26% (n = 360,000); inhibition, % at 16.5 µM; Arfgap1-stimulated ARF1 GTP hydrolysis, GDP FP detection;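 active = inhibition above a per-plate limit, mean inhibition of low control wells plus 3 SD, cut at about 25% in these data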;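 also: 0% = DMSO wells with enzyme and 100% = wells lacking Arfgap1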
Target sequence (Q62848 1-136 limits assumed): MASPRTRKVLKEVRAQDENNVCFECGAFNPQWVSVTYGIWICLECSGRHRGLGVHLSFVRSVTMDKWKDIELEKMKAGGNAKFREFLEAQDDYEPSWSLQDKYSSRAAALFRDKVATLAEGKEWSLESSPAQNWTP
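Replicates: Single well per compound | Assay system: Truncated rat Arfgap1 GAP domain | Control set: No-Arfgap1 wells (100%) versus DMSO full-reaction wells (0%) | Times: Enzyme reaction 120 min at 25 °C after 20 min preincubation | Reagent: Human ARF1(Δ1-17)-GTP substrate | Measured by: Tracer-displacement fluorescence polarization with EDTA stop, 620/688 nm | Measure: Percent inhibition of Arfgap1-stimulated GTP hydrolysis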
TDP2 absorb: human TDP2 enzyme inhibitors, primary screen, biochemical, epi absorbance, recombinant enzyme | T5PNP hydrolysis, p-nitrophenol absorbance 415 nm | inhibition, % at 12.8 µM | actives 0.34% (n = 370,000) | AID 720702, 2013;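 active = inhibition above the mean of all tested compounds plus 3 SD, set per campaign, cut at about 25% in these data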;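 also: 0% = DMSO with enzyme and 100% = buffer with substrate but no TDP2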
Target sequence (O95551 whole entry, looked up): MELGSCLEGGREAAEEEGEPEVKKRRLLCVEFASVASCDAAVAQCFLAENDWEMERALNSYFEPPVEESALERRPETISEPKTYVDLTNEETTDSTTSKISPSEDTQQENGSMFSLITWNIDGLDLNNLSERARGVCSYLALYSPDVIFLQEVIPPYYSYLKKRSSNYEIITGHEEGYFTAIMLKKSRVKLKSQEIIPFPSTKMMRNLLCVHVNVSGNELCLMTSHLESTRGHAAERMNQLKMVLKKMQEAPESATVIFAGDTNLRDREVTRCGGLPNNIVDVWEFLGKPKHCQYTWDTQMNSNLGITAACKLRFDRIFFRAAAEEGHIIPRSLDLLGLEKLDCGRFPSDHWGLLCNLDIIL
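test system = human TDP2 enzyme | input = TDP2 enzyme at 120 nM final | medium = 50 mM Tris-HCl pH 7.5 with Mg2+, KCl, DTT, BSA | also added = T5PNP substrate, 5 mM | times = 2 h at 37 °C | technique = epi absorbance | benchmarks = high control without enzyme, low control DMSO plus TDP2 | replication = each compound tested once, singlicate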
ADAM10 inh: human ADAM10 inhibitors, primary screen, biochemical, QFRET, HTS | inhibition, % at 7 µM | actives 0.62% (n = 370,000) | recombinant ADAM10, EDANS/DABCYL FRET peptide cleavage, 3 h | Disintegrin and metalloproteinase domain-containing protein 10 (Homo sapiens), O14672 | AID 720582, 2013;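 active = inhibition above a per-campaign cutoff equal to the mean of compounds falling between control-based bounds plus 3 SD, cut at about 20% in these data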;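 also: 0% = DMSO wells while the 100% control is not disclosed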
Tn7 DDE FP: inhibitors of Tn7 peptide binding to fibrin DD(E), primary screen, biochemical, fluorescence polarization, human fibrin, Tn7 probe. Fibrinogen beta chain (Homo sapiens), P02675. actives 0.13% (n = 370,000). FP displacement of FITC-Tn7 peptide from fibrin DD(E); 0% = median of compound wells per plate. inhibition, % at 8.3 µM;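 active = inhibition above the mean of compounds falling within the control limits plus 3 SD of them, cut at about 14% in these data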;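 also: 0% = plate median of compound wells and 100% = 10 µM Aha-Tn7 peptide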
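Assay system: human fibrin DD(E) protein / Input: 2 µM fibrin DD(E) / Benchmarks: high control of 10 µM Aha-Tn7 peptide / Measured by: fluorescence polarization of the labelled Tn7 tracer / Medium: Tris buffer with calcium and detergent, pH 7.8 / Timing: 10 min compound pre-incubation, 3 h probe incubation at room temperature / Repeats: one replicate per compound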
PLCg1 inh: PLC-gamma1 enzyme inhibitors, primary screen, biochemical, fluorescence, purified enzyme; fluorogenic substrate; inhibition, % at 12.2 µM; actives 0.84% (n = 370,000); in the data active = inhibition above about 9.5%
proKLK7 act: proKLK7 zymogen activators, primary screen, biochemical, fluorescence intensity; Kallikrein-7 (Homo sapiens), P49862; purified proKLK7, EDANS-DABCYL substrate fluorescence; 100% is mature enzyme control, 0% vehicle; activation, % at 7 µM; actives 0.9% (n = 370,000);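 active = activation above the mean of all tested compounds plus 3 SD, computed per campaign excluding outliers beyond control limits, cut at about 13% in these data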
Tn6 DDE FP: inhibitors of Tn6 peptide binding to fibrin DD(E), primary screen, biochemical, fluorescence polarization, human fibrin, Tn6 probe. Fibrinogen beta chain (Homo sapiens), P02675. Fibrin DD(E) TRITC-Tn6 fluorescence polarization displacement. inhibition, % at 8.3 µM. actives 0.21% (n = 370,000);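 active = inhibition above a per-campaign cutoff: mean of compounds within control limits plus 3 SD, cut at about 15% in these data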;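 also: 0% = median of all compound wells on the plate and 100% = blocking peptide control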
The depositor's hits bear a star; i = inactive; / = not tested or not shown.

The opening three records, ahead of the listing:
cpd	molecule	ADAM10 inh	PLCg1 inh	Tn6 DDE FP	ADAM17 inh	Tn7 DDE FP
1	CC(C)N=C1NN=C(c2cccs2)C(CC(=O)O)S1 (centres undefined)	-16	-5	-7	-1	-1
2	CCOC(=O)c1nn(-c2ccc3c(c2)CCN3C(C)=O)cc1O	i	i	-4	i	-6
3	COc1ccc(C(=O)NNC(=O)CSc2nc3c(c(=O)n(C)c(=O)n3C)n2C)cc1	-8	0	-3	-5	-3

cpd	ARFGAP1 inhibitor	proKLK7 act	LEDGF integ inh	ASAP1 GAP inh	TDP2 absorb
1	11	0.6	-5	1	-11
2	6	175*	-1	-8	-5
3	8	-0.2	-1	3	25*

Main list (from the top)
cpd	molecule	ADAM10 inh	PLCg1 inh	Tn6 DDE FP	ADAM17 inh	Tn7 DDE FP
1	CC(C)N=C1NN=C(c2cccs2)C(CC(=O)O)S1 (centres undefined)	-16	-5	-7	-1	-1
2	CCOC(=O)c1nn(-c2ccc3c(c2)CCN3C(C)=O)cc1O	i	i	-4	i	-6
3	COc1ccc(C(=O)NNC(=O)CSc2nc3c(c(=O)n(C)c(=O)n3C)n2C)cc1	-8	0	-3	-5	-3
4	CN(C(=O)COC(=O)CCC(=O)c1ccccc1)c1c(N)n(Cc2ccccc2)c(=O)[nH]c1=O	-7	-3	-1	-2	-6
5	CCCNC(=O)C1CCCN(S(=O)(=O)c2ccc3c(c2)CC(C)N3C(=O)C2CC2)C1 (centres undefined)	-12	0	-2	-2	12
6	C=CCn1c(SCC(=O)Nc2cc(C)on2)nc2sc(C)c(C)c2c1=O	5	4	6	2	-9
7	O=C(Nc1ccc(F)cc1F)c1cncc(Br)c1	-1	-2	3	1	4
8	CCOc1ccc(C(=O)NCCCCNC(=O)c2ccc(OCC)cc2)cc1	1	1	1	-5	6
9	O=C(NCc1ccccc1)OCCN1C(=O)CCC12CCCCC2	-12	0	-4	-8	12
10	CCOC(=O)N1CCN(CCC(=O)Nc2cc(C)ccc2C)CC1	-3	-5	5	-6	-3

cpd	ARFGAP1 inhibitor	proKLK7 act	LEDGF integ inh	ASAP1 GAP inh	TDP2 absorb
1	11	0.6	-5	1	-11
2	6	175*	-1	-8	-5
3	8	-0.2	-1	3	25*
4	-12	-0.1	2	1	4
5	4	0.0	0	2	1
6	6	-0.1	5	3	2
7	-10	-0.2	-3	-22	10
8	-1	0.0	-1	4	8
9	/	-0.4	-4	/	3
10	-1	0.4	-2	-5	-3

Going on with the list.
cpd	molecule	ADAM10 inh	PLCg1 inh	Tn6 DDE FP	ADAM17 inh	Tn7 DDE FP
11	O=C(NN/C(=N/S(=O)(=O)c1ccc(Cl)cc1)c1ccccc1)c1cccc(Cl)c1	-2	1	7	-1	3
12	COC(=O)c1c(-c2ccccc2Cl)noc1/C=C/N(C)C	-22	-60	2	-10	4
13	COc1ccc([N+](=O)[O-])cc1N(CC(=O)NC1CCCCC1)S(C)(=O)=O	-11	0	1	-6	-2
14	CC(C)N(CCNC(=O)C1CCC(=O)N1Cc1ccc(F)cc1)Cc1ccccc1 (centres undefined)	-1	0	5	-4	11
15	O=S(=O)(NC1=NCCC1)c1cccc(NC(=S)Nc2ccc(OC(F)F)cc2)c1	1	3	2	0	-4
16	COc1ccc(NC(=O)C(=O)N2N=C(C(C)C)CC2(O)C(F)(F)F)cc1 (centres undefined)	9	2	4	-2	1
17	COc1ccc(CNC(=O)c2ccc(-c3cccnc3)c3ccoc23)cc1OC	-11	3	-3	1	1
18	COc1ccc(OC)c(-n2c(=S)[nH]c3cc(C(=O)N4CCC(C(N)=O)CC4)ccc3c2=O)c1	-9	-1	0	-6	-1
19	CCCC1NC(=O)c2cc3ccccc3cc2-n2c1nc1ccc(F)cc1c2=O (centres undefined)	-20	-3	-4	-5	-1
20	Cc1cccc(NCC(=O)N/N=C/c2cccc(Br)c2)c1	-7	2	3	1	-3

cpd	ARFGAP1 inhibitor	proKLK7 act	LEDGF integ inh	ASAP1 GAP inh	TDP2 absorb
11	5	0.1	-2	-4	1
12	-3	-2.1	1	-6	6
13	5	-0.4	4	-2	-4
14	-7	-0.4	-1	-8	-9
15	-1	-0.6	-3	-6	-4
16	10	0.2	0	-10	5
17	19	0.1	0	7	4
18	-5	0.4	-1	-6	4
19	-3	1.0	-2	1	3
20	13	0.6	-2	-10	3

Following part:
cpd	molecule	ADAM10 inh	PLCg1 inh	Tn6 DDE FP	ADAM17 inh	Tn7 DDE FP
21	N#C/C=C(/c1ccc(F)cc1)N1CCOCC1	-20	-8	4	-7	0
22	CCCSc1nc2sc3c(c2c(=O)n1-c1ccc(OC)cc1)CCN(C)C3	-15	-30	4	-4	-9
23	CC(=O)c1cccc(N(C(=O)c2ccco2)C(C(=O)NC2CCCC2)c2ccncc2)c1 (centres undefined)	2	-1	-2	-7	-2
24	CC(C)OP(=O)(CCP(=O)(OC(C)C)OC(C)C)OC(C)C	-3	2	0	-5	-10
25	CC1CCCN(C(=O)CSCC(=O)Nc2nc(-c3cccs3)cs2)C1 (centres undefined)	-5	-8	1	-2	2
26	CCN(CC)C(=O)Oc1ccnc2cc(Cl)ccc12	-6	1	6	-2	5
27	NC(=O)Cc1nc2scc(-c3ccccc3)c2c(=O)[nH]1	-1	-10	5	-4	7
28	Cc1ccc(NC(=O)CCCCCNS(=O)(=O)c2ccc(C)cc2)cc1	6	3	4	3	2
29	CCOc1ccc(OCC)c(-c2c(=O)n(OCc3ccccc3Br)c3ccccc3[n+]2[O-])c1	4	-2	-7	-2	4
30	Cc1c2cnn(CC(=O)NCCCN3CCCCC3)c(=O)c2c(C)n1Cc1ccccc1	-11	-1	-4	-1	-12

cpd	ARFGAP1 inhibitor	proKLK7 act	LEDGF integ inh	ASAP1 GAP inh	TDP2 absorb
21	4	0.6	1	4	8
22	14	-3.6	-4	2	-6
23	-7	-0.2	3	10	8
24	-10	0.5	0	-1	10
25	-1	0.7	0	-2	-6
26	-8	0.1	1	-7	-9
27	-11	-0.3	-4	-1	8
28	9	-0.6	0	3	-7
29	1	0.5	-4	-1	9
30	0	0.0	4	2	-7

The list continues:
cpd	molecule	ADAM10 inh	PLCg1 inh	Tn6 DDE FP	ADAM17 inh	Tn7 DDE FP
31	CC1(C)CC(Nc2ccc(C(F)(F)F)cc2[N+](=O)[O-])CC(C)(C)N1	0	2	4	1	-1
32	COc1ccc(/C=N/n2c(-c3n[nH]c4c3CCC4)n[nH]c2=S)c(OC)c1OC	-9	1	0	-6	-1
33	NC(c1ccccc1)c1csc(NC(=O)NCC2CCCCC2)n1 (centres undefined)	-11	4	0	0	2
34	Cc1cc(NC(=O)c2ccco2)no1	4	18*	3	0	-2
35	Nc1ccc2c(c1)C(=O)C(=O)c1ccccc1-2	-4	53*	5	-5	2
36	Cc1ccc(-n2nnnc2-c2ccccc2)cc1	-1	0	4	-6	5
37	CCCN(CC(=O)Nc1ccccc1C)C(=O)C1CC(=O)N(c2ccccc2OCC)C1 (centres undefined)	-14	-4	-5	7	1
38	COc1ccc(OCCCC(=O)OC(C)C(=O)Nc2ccc(S(N)(=O)=O)cc2)cc1 (centres undefined)	-4	0	-5	2	-5
39	C[C@H](CO)N1C[C@H](C)[C@H](CN(C)C(=O)c2ccccc2F)Oc2ncc(Br)cc2C1=O	-4	3	1	0	5
40	O=C1C=C(NC2=CC3OC(c4ccccc4)OCC3OC2=O)CCC1 (centres undefined)	-19	-3	2	-8	0

cpd	ARFGAP1 inhibitor	proKLK7 act	LEDGF integ inh	ASAP1 GAP inh	TDP2 absorb
31	-2	0.1	0	-7	8
32	4	0.2	-5	-4	3
33	5	-0.2	1	-11	2
34	-4	0.5	4	-16	-15
35	-16	0.6	-19	-17	98*
36	-1	0.0	2	10	-6
37	23	-0.3	-5	-8	-2
38	7	0.1	35*	-14	-7
39	5	-0.1	-2	0	11
40	12	0.7	-2	-3	-7

(further entries)
cpd	molecule	ADAM10 inh	PLCg1 inh	Tn6 DDE FP	ADAM17 inh	Tn7 DDE FP
41	CCCCCCCCOC1OC(CO)C(O)C(O)C1NC(C)=O (centres undefined)	0	0	6	-2	1
42	CC1CCN(C(=O)COC(=O)c2cccs2)CC1	8	5	4	4	-9
43	CNc1cc(CSC)nc(SCc2ccc(Cl)cc2Cl)n1	12	2	-5	5	1
44	COc1ccc(CC(=O)NC(CC(=O)O)c2cccc([N+](=O)[O-])c2)cc1 (centres undefined)	0	1	-1	-1	-5
45	C/C=C(/C)C(=O)Nc1cccc(C2=NOC3(C2)C[C@@H](C(N)=O)N(C(=O)/C=C/CC)C3)c1 (some centres undefined)	-1	0	3	0	0

cpd	ARFGAP1 inhibitor	proKLK7 act	LEDGF integ inh	ASAP1 GAP inh	TDP2 absorb
41	-7	-0.4	-1	-6	-1
42	5	0.2	1	3	-3
43	1	-0.3	1	7	5
44	9	0.1	5	-8	-1
45	9	-0.8	4	-10	-13
